Screens from PubChem BioAssay.
HCV NS3 hel inh: blocks Hepatitis C virus NS3 helicase unwinding. NS3 helicase DNA unwinding, Cy5 molecular beacon fluorescence. inhibition, % at 10.9 µM. 0.56% of 290,000 active. AID 1800;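 active = inhibition above the mean of all tested compounds plus 3 SD, set per campaign, cut at about 35% in these data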;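 also: 0% = DMSO wells and 100% = thioflavine S control wells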
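Measured by: Cy5 fluorescence, 0 and 60 min reads / Assay system: NS3 helicase fragment of HCV / Control set: low DMSO, high thioflavine S at 110 µM / Times: 1 h reaction at 25 °C, ATP-initiated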
GalR3 antagonist: human GalR3 antagonism; inhibition, % at 3 µM; AID 651719; O60755; 0.44% of 360,000 active; HEK293 GalR3-CNG cAMP membrane potential fluorescence; galR3 body fused to GalR1 C-terminus;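 active = inhibition above the screen-wide average plus 3 SD, cut at about 13% in these data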;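 also: forskolin and galanin both at EC90 stimulate the cells; cAMP rise reported by CNG channel membrane potential dye signal; 0% = forskolin plus galanin with DMSO and 100% = forskolin alone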
Target sequence (O60755 1-299 limits assumed): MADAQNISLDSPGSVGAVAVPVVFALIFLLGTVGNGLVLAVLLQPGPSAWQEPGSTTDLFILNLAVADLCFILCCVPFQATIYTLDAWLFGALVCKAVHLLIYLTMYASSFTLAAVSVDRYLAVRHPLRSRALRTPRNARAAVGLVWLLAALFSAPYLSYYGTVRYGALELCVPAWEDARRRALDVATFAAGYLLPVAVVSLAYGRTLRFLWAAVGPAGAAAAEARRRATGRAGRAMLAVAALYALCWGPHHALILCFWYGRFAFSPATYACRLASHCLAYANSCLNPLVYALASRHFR
GPR7 antagonist: human neuropeptides B/W receptor 1 antagonism | P48145 | GPR7-expressing cells, fluorescence antagonist assay | inhibition, % at 4.4 µM | 1.1% of 290,000 active | AID 1861; in the data active = inhibition above about 16%, passing the limit was not always enough;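 also: cells stimulated with the agonist NPW; 0% = agonist with vehicle and 100% = vehicle without agonist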
Target sequence (P48145 whole entry, looked up): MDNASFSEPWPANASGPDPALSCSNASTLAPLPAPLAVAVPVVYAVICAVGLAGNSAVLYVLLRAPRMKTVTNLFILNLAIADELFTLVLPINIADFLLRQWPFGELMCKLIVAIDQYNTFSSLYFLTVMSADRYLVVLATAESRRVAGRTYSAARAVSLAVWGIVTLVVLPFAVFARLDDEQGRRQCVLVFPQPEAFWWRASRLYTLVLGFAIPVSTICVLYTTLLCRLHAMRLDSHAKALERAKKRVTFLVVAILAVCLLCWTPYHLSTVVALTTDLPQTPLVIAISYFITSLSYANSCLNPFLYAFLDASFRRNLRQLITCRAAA
DNA FID counter: fluorescent intercalator displacement, NS3 helicase counter-screen; 0.17% of 290,000 active; inhibition, % at 7.9 µM; AID 1845; DNA fluorescent intercalator displacement, fluorescence; in the data active = inhibition above about 37%;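 also: 0% = vehicle and 100% = reference compound; higher means more ethidium bromide displaced from hairpin DNA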
V1aR counter: activates human V1a receptor in oxytocin agonist counter-screen; P37288; CHO-V1R cells, Fluo-8 calcium fluorescence, agonist mode; 0% DMSO, 100% 3 nM vasopressin; activation, % at 3 µM; 0.25% of 320,000 active; AID 2797;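 active = activation above the mean activation of all tested compounds plus 3 SD, per screening run, cut at about 20% in these data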;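 also: signal is peak over basal fluorescence ratio across a 100 second FLIPR read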
OXTR ag: human OXTR agonism | P30559 | CHO-OTR cells, Fluo-8 calcium fluorescence; normalized: DMSO 0%, oxytocin 100% | activation, % at 3 µM | 0.32% of 320,000 active | AID 2435;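 active = activation above the mean of all tested compounds plus 3 SD, cutoff set per screening run, cut at about 20% in these data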;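 also: peak over basal fluorescence ratio from a 100 s FLIPR kinetic read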
Target sequence (P30559 whole entry, looked up): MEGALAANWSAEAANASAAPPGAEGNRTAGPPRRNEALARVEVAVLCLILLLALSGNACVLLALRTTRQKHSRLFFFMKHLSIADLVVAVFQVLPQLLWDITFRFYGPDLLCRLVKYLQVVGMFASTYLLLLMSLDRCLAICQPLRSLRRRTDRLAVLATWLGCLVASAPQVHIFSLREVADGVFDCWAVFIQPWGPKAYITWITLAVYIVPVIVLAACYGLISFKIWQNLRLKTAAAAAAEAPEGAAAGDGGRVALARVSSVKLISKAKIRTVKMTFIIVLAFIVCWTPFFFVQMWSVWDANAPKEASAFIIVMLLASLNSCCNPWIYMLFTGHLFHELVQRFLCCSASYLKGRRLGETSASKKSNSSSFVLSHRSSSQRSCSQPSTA
PHOSPHO1 inh: inhibitors of human PHOSPHO1 phosphatase. Q8TCT1. recombinant PHOSPHO1, absorbance phosphatase assay. inhibition, % at 13.3 µM. 1.1% of 290,000 active. AID 1565; in the data active = inhibition above about 60%
IMP-1 inhibitor: blocks Pseudomonas aeruginosa IMP-1 metallo-beta-lactamase; purified IMP-1, nitrocefin hydrolysis, epi-absorbance fluorescence; 0.45% of 290,000 active; AID 1556; inhibition, % at 5.6 µM;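 active = inhibition above the mean plus 3 SD of all compounds in the same screening run, cut at about 4.5% in these data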;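 also: 0% = IMP-1 with DMSO and 100% = DMSO wells lacking enzyme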
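System: purified IMP-1 / Input: IMP-1 dispensed at 0.2 nM / Medium: 50 mM HEPES pH 7.1, 50 µM ZnSO4, 0.05% Brij 35 / Timing: 15 min enzyme–compound preincubation, then 25 min nitrocefin reaction, 25 °C / Technique: plate fluorescence quenching by hydrolysis product, ex 480/em 530 nm / Repeats: singlicate testing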
VIM-2 inh: blocks Pseudomonas aeruginosa VIM-2 metallo-beta-lactamase; purified VIM-2, nitrocefin hydrolysis, epi-absorbance fluorescence; inhibition, % at 5.6 µM; 0.89% of 290,000 active; AID 1527;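 active = inhibition above the mean of all tested compounds plus 3 SD, cutoff set per screening run, cut at about 7.5% in these data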;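 also: red hydrolysis product quenches plate fluorescence so inhibitors raise well fluorescence; 0% = enzyme with DMSO and 100% = DMSO without enzyme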
Numbers without * were called inactive; nt = no result given; & = joins results of further samples.

SMILES | HCV NS3 hel inh | GalR3 antagonist | GPR7 antagonist | DNA FID counter | V1aR counter | OXTR ag | PHOSPHO1 inh | IMP-1 inhibitor | VIM-2 inh
N#CC1=C(N)OC2=C(C(=O)CCC2)C1c1ccccc1 (stereo not given) | 0 | 0 | 0 | -2 | -0.5 | -0.9 | 5 | -0.9 | 0.9
COc1cccc(C(=O)N2CCCC(Nc3ccc(C)c(C)c3)C2)c1 (stereo not given) | 7 | 0 | -14 | -45 | -0.2 | -0.3 | 37 | -3.1 | -0.4
COc1ccccc1NS(=O)(=O)c1ccccc1C#N | -1 | 2 | 5 | 3 | 0.4 | -0.3 | 34 | -1.5 | -0.4
CCOC(=O)c1sc(C)c2c1NC(C)(c1cccs1)NC2=O (stereo not given) | 0 | -7 | 2 | -11 | -1.1 | -0.1 | 14 | -5.8 | -1.9
Oc1ccc(/C=N/NC(=S)N/N=C/c2ccc(O)cc2)cc1 | -12 | -2 | -11 | -5 | 0.7 | -0.2 | -99 | -3.7 | 0.8
CCN(NC(=O)C(O)(c1ccccc1)c1ccccc1)C(=O)c1ccccc1 | -1 | -4 | 3 | 0 | -0.7 | -0.5 | -1 | -3.9 | -1.5
CCN(CC)C(=O)CSc1nnc2nnc3cc(C)ccc3n12 | 11 | 1 | 17 | -6 | 0.7 | 0.3 | -5 | 3.7 | 1.9
O=C(c1ccoc1)N1CCC(CO)(CCc2ccccc2)CC1 | -11 | 6 | 3 | -14 | -0.1 | 1.3 | 37 | -0.4 | 1.7
Cc1ccc(-c2cc(C(=O)NCc3ccccn3)c3ccccc3n2)cc1C | -6 | 1 | -1 | -21 | -1.7 | -1.6 | -10 | -2.1 | -2.4
CCCCNC(=O)c1cc(C)nc2ccccc12 | -3 | -5 | -15 | -1 | -0.9 | 0.2 | 28 | -3.5 | -2.9
O=C(Nc1cccc(O)c1)c1cccc(S(=O)(=O)N2CCCCCC2)c1 | -16 | -7 | 8 | -16 | nt | nt | 10 | -2.6 | -1.6
CN(CC1CCCO1)S(=O)(=O)c1ccc(C(=O)Nc2ccccc2F)cc1 (stereo not given) | -7 | -3 | -8 | -17 | 0.7 | 0.2 | 20 | -1.9 | -1.8
CCOC(=O)C1=C(C)NC(C)=C(C(=O)OCC)C1C(=O)OC1CCOC1=O (stereo not given) | -2 | -5&0 | -12 | -16 | -0.5 | -1.4 | -6 | -3.1 | -1.2
Cn1c(=O)c2c(nc(CN3CCC(C(N)=O)CC3)n2Cc2ccccc2F)n(C)c1=O | 5 | -3 | -13 | -17 | 1.2 | 2.1 | -9 | 0.2 | -4.0
CC1CCCN(C/C(O)=C(\C#N)c2nc3ccccc3[nH]2)C1 (stereo not given) | -1 | -3 | -11 | -2 | 0.3 | 0.1 | -10 | 0.5 | -1.9

Some of these compounds in order of their number in GPR7 antagonist, rising.
Structure	GPR7 antagonist
CCOC(=O)c1sc(C)c2c1NC(C)(c1cccs1)NC2=O (stereo not given)	2
CCN(NC(=O)C(O)(c1ccccc1)c1ccccc1)C(=O)c1ccccc1	3
CCN(CC)C(=O)CSc1nnc2nnc3cc(C)ccc3n12	17

Next section:
SMILES | HCV NS3 hel inh | GalR3 antagonist | GPR7 antagonist | DNA FID counter | V1aR counter | OXTR ag | PHOSPHO1 inh | IMP-1 inhibitor | VIM-2 inh
O=S(=O)(Cc1ccccc1)Nc1cccc(F)c1 | 0 | -4 | -4 | 0 | 0.1 | -1.1 | 40 | -4.9 | -1.7
Cc1nn(Cc2ccccc2Cl)c(C)c1NC(=O)c1cc(-c2ccc(F)cc2)on1 | -7 | -5 | -6 | -6 | 3.1 | 1.1 | 7 | -1.1 | -3.8
Cc1ccc(N(CC(=O)NC2CCCCC2C)S(=O)(=O)c2c(C)noc2C)cc1 (stereo not given) | -5 | 2 | 5 | -36 | -1.8 | -2.2 | 38 | -1.5 | -3.7
COC(=O)c1ccc(NC(=O)N2CCOCC2)cc1 | 6 | -6 | 1 | 2 | 0.3 | 0.1 | 18 | -0.2 | -1.3
COC(=O)CC1C(=O)NCCN1C(=O)Nc1ccccc1 (stereo not given) | -1 | -1 | 1 | -5 | 0.1 | 1.7 | -4 | -2.5 | -2.0
COc1ccc(/C=N/NC(=O)c2cc(C3CC3)[nH]n2)cc1OC | -1 | -5 | -4 | -7 | -1.0 | -0.7 | 33 | -1.8 | -1.8
Clc1cccc(CN2CCN(Cc3ccco3)CC2)c1 | -2 | -9 | -8 | 6 | 0.7 | 0.2 | 9 | -0.6 | 0.5
Cc1ccc(C(=O)CSc2ccccc2C(=O)O)cc1 | 3 | -6 | -2 | 0 | 0.5 | -0.1 | 47 | -0.3 | -2.8
Cc1ccc(-n2ncc3c2CC(C)(C)CC3NC(=O)c2ccncc2)cc1 (stereo not given) | -3 | -2 | 3 | -34 | 0.0 | -1.4 | 23 | -1.4 | -1.9
NC(=O)N/N=C/c1c(F)c(F)c(F)c(F)c1F | -14 | 2 | -2 | 1 | 0.1 | 0.1 | 12 | -3.0 | -2.7
CCOC(=O)C(C)(C)Sc1nc2c(cnn2-c2ccc(Cl)cc2)c(=O)[nH]1 | 7 | nt | -5 | -3 | -0.5 | -1.6 | 24 | -3.8 | 1.3
CC(=O)COc1coc(CN2CCN(c3ccc(F)cc3)CC2)cc1=O | 0 | 2 | -8 | -20 | 0.4 | 1.0 | 36 | -2.4 | -1.0
Cc1nn(C)c(C)c1NC(=O)Nc1ccc(Cl)c(Cl)c1 | 5 | -6 | 5 | 4 | 5.2 | 7.5 | 32 | -1.9 | 4.1
COC(=O)c1c(NC(C)=O)sc(C)c1C | -3 | -4 | -20 | 0 | -0.4 | -0.3 | -8 | -0.7 | -0.5
COc1ccc(NC(=O)c2cccc(NC3=NC4CS(=O)(=O)CC4S3)c2)cc1Cl (stereo not given) | 3 | nt | -9 | -6 | 1.0 | 0.1 | 28 | -3.2 | -4.1
CCOC(=O)C(CC)Sc1nc2c(cnn2-c2ccc(F)cc2)c(=O)[nH]1 (stereo not given) | -2 | -9 | -8 | -32 | -0.7 | -2.4 | nt | -3.1 | 0.1
CCC(=O)NC(=S)N1CCN(c2ccc([N+](=O)[O-])cc2Cl)CC1 | 1 | -2 | 11 | 0 | 2.3 | 3.7 | -135 | -1.4 | 0.1
Cc1cc(C#N)c2ccccc2n1 | 8 | 6 | -9 | -1 | 0.3 | 1.1 | 6 | 0.6 | -3.2
COc1ccc2[nH]cc(C(=O)CN3CCC(C)CC3)c2c1 | 0 | -2 | -14 | 7 | 0.3 | 1.6 | 6 | 0.0 | -1.7
CCOc1cc(N2CCOCC2)c(OCC)cc1NC(=O)CN1C(=O)C2CC=CCC2C1=O (stereo not given) | -3 | 1 | -5 | -36 | 0.3 | -0.9 | 5 | -3.1 | -5.0
CC(C)OC(=O)c1ccc(N)cc1 | 9 | -2 | 0 | -2 | 0.8 | -0.2 | -26 | -2.7 | -1.6
Cc1cccc(NC(=S)NNC(=O)CCn2cc(C)cn2)c1 | -4 | -7 | -10 | -3 | 0.3 | -0.5 | -53 | -3.9 | -6.7
CCOC(=O)c1c(C)oc2cc(Br)c(O)c(Br)c12 | -4 | 3 | 3 | -2 | -0.9 | -2.0 | 10 | -1.4 | 1.1
Cc1n[nH]c(C)c1CCC(=O)N/N=C/c1cccs1 | 11 | -2 | -9 | -9 | 1.5 | 0.9 | 37 | -2.9 | -4.2
C/C(CC(=O)Nc1ccccn1)=N\NC(=O)c1ccc(C)cc1 | 0 | 3 | -3 | -1 | -0.5 | -0.4 | -5 | -0.8 | 0.3
Cc1oc(-c2cccc(Cl)c2)[n+]([O-])c1C | 7 | 3 | -6 | 4 | 1.1 | 0.8 | 27 | -1.4 | -2.8
Cc1ccc(CCNC(=O)C2CCC(=O)N2C(C)C)cc1 (stereo not given) | -5 | -1 | 11 | -4 | 0.0 | 0.3 | 54 | -0.7 | -0.2
CN1CCC(OC(=O)c2cccc(Cl)c2)CC1 | -6 | -3 | -13 | 2 | 1.8 | 2.6 | 16 | -1.3 | -0.7
Cc1ccc(C)c(OCc2cc(C(=O)N3CC[C@H](O)C3)no2)c1 | 15 | -7 | -5 | -31 | 2.0 | 0.5 | -14 | -0.1 | -2.0
COc1ccccc1CN1CC(C(=O)NCc2cc(F)cc(C(F)(F)F)c2)CCC1=O (stereo not given) | -4 | -6 | -8 | -44 | 1.0 | -0.7 | 1 | -3.2 | -0.8
COc1cc(CCC(=O)OCC(=O)NCC2CCCCC2)cc(OC)c1OC | -5 | -5 | -12 | -27 | 0.3 | 1.2 | 28 | -1.7 | -3.0
O=C(CN1C(=O)c2ccccc2C1=O)Nc1cccnc1 | 2 | -4 | -5 | 1 | 0.2 | 0.2 | -6 | 0.4 | -1.5
COc1ccc(S(=O)(=O)N2CCOC2CNC(=O)C(=O)NCCN2CCOCC2)cc1 (stereo not given) | -4 | -3 | -9 | -1 | -0.5 | -0.3 | 43 | -1.8 | -2.6
Cc1cccn2c(CNC3CCCc4ccccc43)c(C(=O)N3CCOCC3)nc12 (stereo not given) | -21 | -8 | -4 | -8 | 0.7 | 1.0 | 24 | -4.7 | -2.9
COc1ccc(NC(=O)c2cc3n(n2)C(C(F)(F)F)CC(c2ccc(OC)cc2)N3)cc1 (stereo not given) | -2 | -5 | -1 | -11 | -0.1 | -0.5 | 13 | -2.5 | -1.8
COc1ccc(C(=O)COC(=O)CCC(=O)Nc2ccc(C(C)=O)cc2)cc1 | 1 | 4 | -12 | -10 | 2.6 | 0.1 | 26 | 0.9 | 0.7
CN(C)CCCN1C(=O)C(=O)/C(=C(/O)c2ccc3c(c2)OCO3)C1c1ccccn1 (stereo not given) | -3 | nt | -10 | -1 | nt | nt | nt | -3.3 | -4.5
NC(=O)CSc1nnc(NC(=O)c2ccc(S(=O)(=O)N3CCOCC3)cc2)s1 | 0 | -3 | -10 | -3 | 1.1 | 1.2 | 43 | -3.5 | -1.5
Cc1onc(-c2ccccc2Cl)c1C(=O)N1CC(C)CC(C)C1 (stereo not given) | 9 | -11 | -4 | -26 | -0.9 | -1.2 | -3 | -0.8 | -0.8
Cc1nn(C(=O)c2cccc([N+](=O)[O-])c2)c(C)c1Br | -2 | -5 | -5 | 7 | 1.0 | -0.3 | 24 | -3.1 | -2.5
Cc1ccc(OCCCC(=O)Nc2ccc(N3CCOCC3)cc2)c(C)c1 | -17 | 2 | 33 | -12 | 2.6 | 4.0 | 21 | -2.1 | -2.0
CCOc1ccc(CN(C)Cc2cc(=O)oc3cc(C)c(Cl)cc23)cc1 | -18 | -10 | -13 | -24 | -0.7 | 0.0 | 37 | -2.7 | -1.4

Quoted from the listing:
Cc1onc(-c2ccccc2Cl)c1C(=O)N1CC(C)CC(C)C1 (stereo not given) @ HCV NS3 hel inh = 9
COc1ccc(S(=O)(=O)N2CCOC2CNC(=O)C(=O)NCCN2CCOCC2)cc1 (stereo not given) @ V1aR counter = -0.5
